# Bioassay records: PubChem, several laboratories
# PfHsp40 yeast: rescue of yeast from PfHsp40 toxicity, primary screen, S. cerevisiae, ATP luminescence; S. cerevisiae expressing PfHsp40, growth rescue; growth rescue, % at 12.5 µM; 340,000 compounds, 0.68% hits; in the data active = growth rescue above about 28%, passing the limit was not always enough;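 also: yeast W303a lacking pdr1 and pdr3 grown in galactose medium; growth measured after three days at 30 °C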
# PriA SSB inh: inhibitors of Klebsiella pneumoniae PriA binding to SSB C-terminal tail, primary screen, biochemical, AlphaScreen | AID 1272365, 2023 | 430,000 compounds, 0.6% hits | AlphaScreen SSBct-PriA binding, biotinylated peptide | inhibition, % at 33 µM; in the data active = inhibition mostly above about 37%, no sharp cut-off; inactive = mostly below about 20%;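 also: plate controls were negative control peptide for no effect and reference peptide for full effect; strong numbers were not always called active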
# Vc quorum ag: inducers of Vibrio cholerae quorum light production without autoinducers, primary screen, BH1578 luxS cqsA deficient, single point | activation, % at 18.7 µM | AID 588436, 2011 | V. cholerae BH1578 lux reporter, luminescence, 6 h | 350,000 compounds, 0.16% hits; in the data active = activation mostly above about 9.7%, no sharp cut-off; also: not every result past the cut was called active; inactives centre near 0; reference of the scale not given here
# MazEF act: activators of E. coli MazEF toxin-antitoxin RNase, primary screen, biochemical, fluorescence, uHTS; activation, % at 20 µM; Endoribonuclease toxin MazF (Escherichia coli (strain K12)), P0AE70; AID 504720, 2011; FAM/BHQ RNA-DNA oligo cleavage fluorescence, 5 h; 350,000 compounds, 0.32% hits; in the data active = activation above about 50%
# Rv3671c inh: Rv3671c serine protease inhibitors, primary screen, biochemical, fluorescence polarization, M. tuberculosis H37Rv; inhibition, % at 5.96 µM; 320,000 compounds, 0.048% hits; AID 2606, 2010; in the data active = inhibition above about 38%;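 also: extracellular domain of Rv3671c used as enzyme; 0% = enzyme with DMSO and 100% = no enzyme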
# Yp Topo-I inh: Yersinia pestis topoisomerase I inhibitors, primary screen, biochemical, cleavage product accumulation, plate reader, single point; DNA topoisomerase I (Yersinia pestis CO92); activity, % at 10 µM; 360,000 compounds, 0.064% hits; Y. pestis Topo-I cleavage product accumulation; in the data active = activity above about 50%, passing the limit was not always enough; also: inactives centre near 2
# TcdB GH inh: TcdB glycohydrolase inhibitors, primary screen, biochemical, single point, plate reader. AID 652162, 2013. TcdB glycohydrolase enzymatic assay. inhibition, % at 9.99 µM. 350,000 compounds, 0.24% hits; in the data active = inhibition above about 10%
# Target sequence (P18177 whole entry, looked up): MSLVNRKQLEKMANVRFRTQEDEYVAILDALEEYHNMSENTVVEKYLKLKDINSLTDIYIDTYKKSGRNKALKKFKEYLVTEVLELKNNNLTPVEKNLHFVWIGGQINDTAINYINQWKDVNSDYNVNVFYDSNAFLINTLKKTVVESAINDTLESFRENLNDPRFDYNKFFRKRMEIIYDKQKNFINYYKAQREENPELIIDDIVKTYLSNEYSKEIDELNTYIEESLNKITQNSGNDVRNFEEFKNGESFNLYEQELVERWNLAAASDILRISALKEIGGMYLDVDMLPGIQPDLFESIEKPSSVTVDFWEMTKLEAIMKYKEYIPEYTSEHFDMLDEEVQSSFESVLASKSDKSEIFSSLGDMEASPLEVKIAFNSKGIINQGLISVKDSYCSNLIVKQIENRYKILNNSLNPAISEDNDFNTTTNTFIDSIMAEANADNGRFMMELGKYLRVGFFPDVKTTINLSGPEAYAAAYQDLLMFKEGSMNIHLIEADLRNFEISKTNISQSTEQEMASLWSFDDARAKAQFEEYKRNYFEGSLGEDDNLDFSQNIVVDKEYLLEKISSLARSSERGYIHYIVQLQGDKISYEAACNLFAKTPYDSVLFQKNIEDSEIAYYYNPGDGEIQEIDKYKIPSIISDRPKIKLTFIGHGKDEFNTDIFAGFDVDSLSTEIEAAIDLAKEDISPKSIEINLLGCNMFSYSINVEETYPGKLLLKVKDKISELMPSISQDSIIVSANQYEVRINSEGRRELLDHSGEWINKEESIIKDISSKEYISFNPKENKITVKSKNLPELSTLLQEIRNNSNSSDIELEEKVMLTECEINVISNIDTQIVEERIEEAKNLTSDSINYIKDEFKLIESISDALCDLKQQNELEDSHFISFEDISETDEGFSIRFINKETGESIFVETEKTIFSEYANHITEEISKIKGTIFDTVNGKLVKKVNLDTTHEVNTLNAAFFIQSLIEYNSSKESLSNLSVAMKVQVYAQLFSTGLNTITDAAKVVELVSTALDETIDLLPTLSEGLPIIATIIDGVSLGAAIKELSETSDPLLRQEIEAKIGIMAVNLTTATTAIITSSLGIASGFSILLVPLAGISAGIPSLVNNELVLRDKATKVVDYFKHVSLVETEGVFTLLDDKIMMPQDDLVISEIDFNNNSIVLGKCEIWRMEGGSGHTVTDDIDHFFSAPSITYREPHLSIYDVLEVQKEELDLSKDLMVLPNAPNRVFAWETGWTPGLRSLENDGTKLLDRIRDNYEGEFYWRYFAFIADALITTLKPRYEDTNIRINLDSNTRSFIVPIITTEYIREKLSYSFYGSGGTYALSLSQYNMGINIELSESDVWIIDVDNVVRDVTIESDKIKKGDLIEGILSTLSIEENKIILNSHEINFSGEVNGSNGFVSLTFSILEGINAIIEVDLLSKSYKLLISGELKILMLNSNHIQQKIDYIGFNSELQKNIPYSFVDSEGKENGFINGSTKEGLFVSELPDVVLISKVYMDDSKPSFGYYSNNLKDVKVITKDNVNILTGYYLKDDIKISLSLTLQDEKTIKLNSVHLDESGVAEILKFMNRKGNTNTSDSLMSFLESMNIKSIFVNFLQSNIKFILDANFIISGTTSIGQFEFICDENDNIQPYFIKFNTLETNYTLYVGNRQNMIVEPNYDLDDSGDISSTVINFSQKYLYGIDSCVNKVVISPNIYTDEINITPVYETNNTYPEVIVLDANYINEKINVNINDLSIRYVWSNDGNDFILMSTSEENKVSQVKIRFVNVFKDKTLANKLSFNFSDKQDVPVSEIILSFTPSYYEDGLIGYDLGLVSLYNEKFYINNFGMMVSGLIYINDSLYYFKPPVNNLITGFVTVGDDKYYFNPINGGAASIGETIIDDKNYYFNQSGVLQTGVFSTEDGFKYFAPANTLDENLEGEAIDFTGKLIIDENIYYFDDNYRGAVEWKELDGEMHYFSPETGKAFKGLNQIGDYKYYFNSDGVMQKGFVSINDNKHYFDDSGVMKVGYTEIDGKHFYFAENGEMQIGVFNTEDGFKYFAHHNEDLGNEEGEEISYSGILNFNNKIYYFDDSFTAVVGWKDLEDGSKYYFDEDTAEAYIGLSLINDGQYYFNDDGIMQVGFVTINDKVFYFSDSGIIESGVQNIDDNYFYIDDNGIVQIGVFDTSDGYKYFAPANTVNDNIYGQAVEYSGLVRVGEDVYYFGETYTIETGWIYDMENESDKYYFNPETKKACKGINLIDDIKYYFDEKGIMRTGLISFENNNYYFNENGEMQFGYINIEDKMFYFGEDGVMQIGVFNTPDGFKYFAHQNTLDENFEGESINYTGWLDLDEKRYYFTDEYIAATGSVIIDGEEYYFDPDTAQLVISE
# DUSP3 inh: VHR1 phosphatase inhibitors, primary screen, biochemical, absorbance, uHTS | 290,000 compounds, 0.52% hits | recombinant VHR phosphatase, pNPP absorbance | inhibition, % at 13.3 µM; in the data active = inhibition above about 50%; also: some compounds called inactive have numbers as strong as hits
# 3CLpro inhibitor: SARS-CoV 3CLpro protease inhibitors, primary screen, biochemical, quenched FRET; Replicase polyprotein 1ab (Severe acute respiratory syndrome coronavirus), P0C6X7; recombinant SARS-CoV 3CLpro, quenched FRET peptide cleavage; inhibition, % at 6 µM; 290,000 compounds, 0.14% hits; AID 1706, 2009; in the data active = inhibition above about 12%
# Anthrax LF prot: Bacillus anthracis LF protease inhibitors, primary screen, biochemical, multiplex microsphere, MLPCN library; multiplex microsphere protease cleavage assay; inhibition, % at 10 µM; 360,000 compounds, 0.12% hits; in the data active = inhibition above about 30%; also: plate controls were buffer without enzyme for full effect and enzyme alone for no effect
# * hit, by the source's call; i = inactive; . = no result given; & = joins results of further samples. Not all compounds are listed; the hit share may differ from the screen's.
(1) O=C(CN1CCN(C(c2ccccc2)c2ccccc2)CC1)NCc1ccccc1
(2) CC(C)(C)c1ccc(OCC(=O)O/N=C(\N)c2ccncc2)cc1
(3) Cn1c(N)c(C(=O)COC(=O)/C=C/c2ccc(Cl)cc2Cl)c(=O)n(C)c1=O
(4) O=C1CCCc2c1[nH]c1ccc(Cl)cc21
(5) O=C(N/N=C/c1ccccc1C(=O)O)c1cccc(S(=O)(=O)N2CCCCC2)c1
(6) O=S(=O)(NCC1CCCN(Cc2ccccc2)C1)c1cccc2cccnc12 (stereo unspecified)
(7) O=C(CSc1nnc(-c2ccco2)o1)N1CCOCC1
(8) CN(C)Cc1c[nH]c2ccccc12

Compound,1,2,3,4,5,6,7,8
PfHsp40 yeast,0.1,0.2,.,-0.3,0.9,-0.7,-2.3,0.5
PriA SSB inh,2,i,-4,3,.,11,-5,3
Vc quorum ag,i,i,0.3,2.9,-0.3,-3.1,-7.1,-0.6
MazEF act,6,-5,-13,3,6,9,2,9
Rv3671c inh,-8,2,-3,8,-12,6,1,1
Yp Topo-I inh,12,17,3,0,3,15,-5,5
TcdB GH inh,0.2,0.5,-3.8,.,0.0,-0.5,.,-0.1
DUSP3 inh,38,26,.,8,.,-52,8,.
3CLpro inhibitor,1,3,.,2,.,1,-5,.
Anthrax LF prot,-10,-1,1,-3,0,0,-2,0

# A second format for some results above.
# Values in the order: PfHsp40 yeast	PriA SSB inh	Vc quorum ag	MazEF act	Rv3671c inh	Yp Topo-I inh	TcdB GH inh	DUSP3 inh	3CLpro inhibitor	Anthrax LF prot
8) CN(C)Cc1c[nH]c2ccccc12
→ 0.5	3	-0.6	9	1	5	-0.1	.	.	0
2) CC(C)(C)c1ccc(OCC(=O)O/N=C(\N)c2ccncc2)cc1
→ 0.2	i	i	-5	2	17	0.5	26	3	-1

# Later entries:
(9) COc1ccccc1OCCn1c(SCC(N)=O)nc2ccccc21
(10) C=CCNCc1cccn1-c1sc2c(c1C#N)CCCC2
(11) Cc1ccc(C2(C)NC(=O)N(CC(=O)N3CCN(S(=O)(=O)c4cccc(F)c4)CC3)C2=O)cc1 (stereo unspecified)
(12) CCCNC(=O)NC(=O)CSc1nc2ccccc2c(=O)n1Cc1ccncc1
(13) Cc1ccc(C(=O)c2ccccc2C(=O)OCC(=O)NCCc2ccc(Cl)cc2Cl)cc1
(14) CN(Cc1ccccc1)c1c([N+](=O)[O-])c(=O)n(C)c2ccccc12
(15) CCCCN1C(=O)/C(=C/C=C2\SCCN2C)SC1=S
(16) CCCN(CC(=O)Nc1ccccc1C)C(=O)Cc1c[nH]c2ccccc12

Compound,9,10,11,12,13,14,15,16
PfHsp40 yeast,0.3,-0.2,-1.0,0.3,1.0,1.0,1.4,1.3
PriA SSB inh,-10,8,-3,13,-20,7,39,2
Vc quorum ag,-0.6,-0.3,i,-0.5,i,-0.8,i,1.2
MazEF act,-1,0,0,3,5,9,530*,2
Rv3671c inh,4,-4,-5,8,-14,-2,.,.
Yp Topo-I inh,13,10,26,4,20,9,-5,0
TcdB GH inh,1.1,.,0.4,0.8,.,3.5,-0.5,-1.2
DUSP3 inh,13,-6,-2,27,8,-30,9,.
3CLpro inhibitor,-2,5,-2,0,6,2,3,.
Anthrax LF prot,-1,-5,-2,.,0,0,2,6

(17) CC(C)(C)c1csc(NC(=O)CS(=O)(=O)c2ccccc2)n1
(18) COC(=O)Cn1ncc(N(C)Cc2ccccc2)c(Cl)c1=O
(19) COCCCn1c(C)csc1=Nc1cccnc1
(20) COc1ccc(-c2nc(C)ncc2-c2ccccc2)c(O)c1
(21) Fc1ccccc1CSc1ncnc2c1ncn2C1CCCCO1 (stereo unspecified)
(22) CCOC(=O)c1cnc2nc[nH]n2c1=O
(23) COc1ccc(-c2c(-c3ccccc3OC)oc3ccccc23)cc1F
(24) CC(C)c1ccc(NC(=S)NCc2cccs2)cc1

Compound,17,18,19,20,21,22,23,24
PfHsp40 yeast,1.7,0.9,-1.6,-0.4,0.7,0.7,0.7,2.6
PriA SSB inh,6&5,-9,-3,-10,-14,1,-30,-16
Vc quorum ag,-0.5,-0.2,-0.3,1.3,i,-0.2,i,i
MazEF act,-1,3,-11,3,4,8,-2,-1
Rv3671c inh,-2,-1,7,6,.,1,-3,-8
Yp Topo-I inh,0,4,-2,6,23,0,15,4
TcdB GH inh,1.0,1.0,1.0,-1.7,0.8,-5.1,-1.2,.
DUSP3 inh,-11,21,4,21,.,15,.,14
3CLpro inhibitor,2,0,2,6,.,0,.,3
Anthrax LF prot,8,9,1,8,-2,1,-7,-2

# Limited to Rv3671c inh, TcdB GH inh and PfHsp40 yeast, for 7 of the compounds above:
No. | structure | Rv3671c inh | TcdB GH inh | PfHsp40 yeast
2 | CC(C)(C)c1ccc(OCC(=O)O/N=C(\N)c2ccncc2)cc1 | 2 | 0.5 | 0.2
3 | Cn1c(N)c(C(=O)COC(=O)/C=C/c2ccc(Cl)cc2Cl)c(=O)n(C)c1=O | -3 | -3.8 | .
4 | O=C1CCCc2c1[nH]c1ccc(Cl)cc21 | 8 | . | -0.3
5 | O=C(N/N=C/c1ccccc1C(=O)O)c1cccc(S(=O)(=O)N2CCCCC2)c1 | -12 | 0.0 | 0.9
6 | O=S(=O)(NCC1CCCN(Cc2ccccc2)C1)c1cccc2cccnc12 (stereo unspecified) | 6 | -0.5 | -0.7
7 | O=C(CSc1nnc(-c2ccco2)o1)N1CCOCC1 | 1 | . | -2.3
8 | CN(C)Cc1c[nH]c2ccccc12 | 1 | -0.1 | 0.5

# The list goes on.
(25) CCOc1ccc(CCNC(=O)c2ccc(CS(=O)Cc3ccc(Cl)cc3)o2)cc1 (stereo unspecified)
(26) O=S(=O)(c1ccc(-c2n[nH]c(=S)o2)cc1)N1CCCCC1
(27) CCOC(=O)C1CCN(C(=O)COc2cc(C)c(Br)c(C)c2)CC1
(28) Cc1nn2c(-c3ccccc3)ccnc2c1Br
(29) O=[N+]([O-])c1ccc2c(c1)C=C1CCCCC1(N1CCCCC1)O2 (stereo unspecified)
(30) O=C(Nc1ccncc1)Nc1ccc(Cl)cc1
(31) COc1ccc(C(CNC(=O)c2oc3cc(C)c(C)cc3c2C)N2CCCCC2)cc1 (stereo unspecified)
(32) COc1ccc(C(=O)Nc2c(N)nc(SCC(=O)NCC3CCCO3)[nH]c2=O)cc1OC (stereo unspecified)

Compound,25,26,27,28,29,30,31,32
PfHsp40 yeast,-0.3,-0.5,3.1,0.8,-1.7,-0.5,-0.8,-0.8
PriA SSB inh,0,-2,-13,-1,-2,-9,6,4
Vc quorum ag,i,i,.,i,-0.1,-0.3,i,i
MazEF act,1,15,1,11,1,6,4,-7
Rv3671c inh,-11,-5,6,-4,8,-2,3,-3
Yp Topo-I inh,20,0,24,-2,0,-13,4,5
TcdB GH inh,0.6,-2.1,1.9,0.5,.,0.0,1.2,0.3
DUSP3 inh,15,-11,10,.,-2,6,9,-14
3CLpro inhibitor,-3,5,-1,0,0,-1,2,0
Anthrax LF prot,-4,1,0,-3,0,-4,-4,-1

(33) Cc1nc(CSc2ccc(Br)cc2)cs1
(34) O=C(O)c1cc(S(=O)(=O)NC2CCCc3ccccc32)ccc1O (stereo unspecified)
(35) CCC1(c2ccccc2)C(=O)N=C(N)N(C#N)C1=O (stereo unspecified)
(36) CCOc1cnn(-c2cc(Oc3ccc(C)cc3)ncn2)c(=O)c1Cl
(37) Cc1ccc(O)c(Nc2ncnc3ccccc23)c1
(38) CCc1ccccc1NC(=O)CN1CCN(C(=O)c2ccc(OCc3cn4ccccc4n3)cc2)CC1
(39) O=C(C1CCN(S(=O)(=O)c2cccs2)CC1)N1CCN(Cc2ccccc2)CC1
(40) Cc1cc(NS(=O)(=O)c2ccc(NC(=O)Cc3ccc([N+](=O)[O-])cc3)cc2)nc(C)n1

Compound,33,34,35,36,37,38,39,40
PfHsp40 yeast,-0.1,0.0,0.2,1.2,-2.1,1.4,-0.2,0.3
PriA SSB inh,-26,-1,.,-16,-4,0,-13,-10
Vc quorum ag,i,-0.5,-4.5,-1.0,-0.4,-0.6,-0.3,i
MazEF act,-1,-3,6,7,9,-1,-3,14
Rv3671c inh,0,3,.,10,5,.,5,-1
Yp Topo-I inh,6,-3,0,-5,1,27,3,-8
TcdB GH inh,-0.2,1.2,-0.9,.,0.7,1.4,0.0,1.1
DUSP3 inh,24,10,.,-12,17,.,12,.
3CLpro inhibitor,-1,2,.,-1,13*,.,4,.
Anthrax LF prot,-19,-1,-9,-6,17,.,1,-6

(41) CC(C)(C)OC(=O)NC1CC2CCCC(C1)N2Cc1ccccc1 (stereo unspecified)
(42) CN(CC(=O)Nc1c(Cl)cccc1Cl)CC(=O)N1CCc2ccccc21
(43) Cc1ccn(CCSCC(=O)O)n1
(44) CCOC(=O)c1ccsc1NC(=O)CCS(=O)(=O)c1ccccc1
(45) O=S(=O)(c1c(F)cccc1F)N1CCN(C(=S)NCc2ccc3c(c2)OCO3)CC1
(46) CN1CCN(NC(=O)Nc2ccc(Br)cc2Cl)CC1
(47) Cc1cc(N2CCCN(C)CC2)nc2cc(Cl)ccc12
(48) C(#CC12CC3CC(CC(C3)C1)C2)CN1CCOCC1

Compound,41,42,43,44,45,46,47,48
PfHsp40 yeast,-0.3,.,0.4,7.5,5.7,-1.5,0.4,1.1
PriA SSB inh,-11,.,-4,7,-12,-3,-3,8
Vc quorum ag,0.2,-0.2,-0.2,-0.2,-0.3,i,-0.4,i
MazEF act,-30,6,-7,-7,-7,-7,4,2
Rv3671c inh,.,.,1,-5,-3,.,1,-9
Yp Topo-I inh,0,8,4,16,-2,3,-3,6
TcdB GH inh,1.4,-0.7,.,0.8,1.5,-2.1,.,-0.2
DUSP3 inh,13,.,8,-7,42,19,13,11
3CLpro inhibitor,1,.,4,-3,8,2,-2,1
Anthrax LF prot,-19,-8,-3,-2,-5,-2,-3,0

(49) COc1cccc(Nc2nnc(SCc3cc([N+](=O)[O-])cc4c3OCOC4)s2)c1
(50) Cc1ccc(CCNC(=O)C2CC(=O)N(CCc3ccccc3)C2)cc1 (stereo unspecified)
(51) Cc1ccc(NC(=O)CCS(=O)(=O)c2ccc3nc(C)sc3c2)c(C)c1
(52) Cc1oc(-c2ccccc2Cl)nc1CSCC(=O)NC1CCCC1
(53) CCC1CCCCN1C(=O)COC(=O)c1cncc(Br)c1 (stereo unspecified)
(54) Nc1nc(SCC(=O)N2CCN(c3ccccc3)CC2)n[nH]1
(55) CCCC(CCC)C(=O)NNc1cc(=O)c2c(=O)n(C)c(=O)n(C)c2[nH]1
(56) COc1ccccc1OCC(=O)Nc1oc(-c2ccccc2)c(-c2ccccc2)c1C#N
(57) CCOC(=O)C1=C(C)NC2=C(C(=O)c3ccccc32)C1c1cccnc1 (stereo unspecified)

Compound,49,50,51,52,53,54,55,56,57
PfHsp40 yeast,-0.6,2.6,.,-0.3,.,-0.8,-0.9,-1.8,0.2
PriA SSB inh,4,-8,.,-5,.,-5,3,-6,23&-2
Vc quorum ag,-0.4,0.7,-0.3,-0.4,-0.5,-0.8,i,i,i
MazEF act,5,7,.,2,7,8,1,-2,8
Rv3671c inh,2,-1,.,0,.,-14,5,-24,4
Yp Topo-I inh,8,-6,2,22,-1,3,0,22,7
TcdB GH inh,.,1.1,0.9,.,-0.1,0.6,.,.,.
DUSP3 inh,5,-20,.,33,.,-9,0,-8,7
3CLpro inhibitor,-5,-4,.,3,.,-2,-1,1,4
Anthrax LF prot,-1,2,-6,-3,-1,-2,-3,-4,-5
